# S-ASM inh: Inhibitors of Secretory Acid Sphingomyelinase (S-ASM): qHTS; placental ASM, HMU-PC fluorogenic substrate, 60 min; Potency, µM (titrated, usually from 57.5 µM), inactives show at the top dose activity change, negative = inhibition, most hits filed as inhibitors; hit rate 0.006% among 340,000; AID 504937, 2011; also: potency is read from the fitted curve at half-maximal effect
#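 Fluorescence read-out (Ex 386 nm, Em 447 nm) after stopping the reaction at pH 10. Enzyme: ASM from human placenta; substrate HMU-PC0, 9 uM final; 60 min, 37 °C. Compound preincubation 10 min, ambient temperature.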
# Coupling enz: qHTS Assay for Inhibitors of Fructose-1,6-bisphosphate Aldolase from Giardia Lamblia: Coupling assay counterscreen. coupling enzyme system counterscreen, AmpLite Red fluorescence. activity change, negative = inhibition, % at 58.2 µM, hits read low. hit rate 0.67% among 290,000. AID 2472, 2010; in the data active = activity change below about -30%; also: % is scaled to controls: 0 for no effect and ±100 for the full control effect
#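 Fluorescence at 525 nm excitation and 598 nm emission measured inhibition of the coupled detection system without aldolase. Compounds (at 57.5 uM final) were preincubated 10 min at room temperature with coupling enzyme reagent before a 20 min substrate/AmpLite Red step.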
# Integrin act MD: qHTS for Activators of Integrin-Mediated Alleviation for Muscular Dystrophy; alpha7betagal myoblasts, beta-gal FDG fluorescence, 48 h; Potency, µM (titrated, usually from 38.3 µM), for inactives: top-dose activation, most hits filed as activators; hit rate 0.064% among 350,000;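 also: potency is read from the fitted curve at half-maximal effect; 100% = response of the positive control SU9516; nearly all actives have a fitted effect of over 60% in size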
#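 alpha7betagal+/- myoblasts (passage 13, 250/well) treated 48 h at 37C with compounds at 1:260 dilution of DMSO stock. Lysed, then beta-galactosidase activity read as FDG fluorescence (ex 480/em 540) after 30 min, with pre-read for autofluorescence.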
# MBNL1-CUG inh: qHTS Assay for Inhibitors of MBNL1-poly(CUG) RNA binding | Muscleblind-like protein 1 (Homo sapiens), Q9NR56 | TR-FRET MBNL1-His/biotin-(CUG)12 binding, 665/545 ratio | Potency, µM (series often up to 57.5 µM), inactives show at the highest dose activity change, negative = inhibition, usual class: inhibitors | hit rate 0.036% among 280,000; active = well fitted inhibition curve with a large enough effect in the signal ratio, with a control signal flat, not every such curve was filed as active; inconclusive = small, poorly fitted or top-dose-only effect, or effect the other way, or a change in a side signal; inactive = no such curve, though single readings can be large or run the other way; the % refers to the signal ratio; also: potency is read from the fitted curve at half-maximal effect; % is scaled to controls: 0 for no effect and ±100 for the full control effect
# Target sequence (Q9NR56 whole entry, looked up): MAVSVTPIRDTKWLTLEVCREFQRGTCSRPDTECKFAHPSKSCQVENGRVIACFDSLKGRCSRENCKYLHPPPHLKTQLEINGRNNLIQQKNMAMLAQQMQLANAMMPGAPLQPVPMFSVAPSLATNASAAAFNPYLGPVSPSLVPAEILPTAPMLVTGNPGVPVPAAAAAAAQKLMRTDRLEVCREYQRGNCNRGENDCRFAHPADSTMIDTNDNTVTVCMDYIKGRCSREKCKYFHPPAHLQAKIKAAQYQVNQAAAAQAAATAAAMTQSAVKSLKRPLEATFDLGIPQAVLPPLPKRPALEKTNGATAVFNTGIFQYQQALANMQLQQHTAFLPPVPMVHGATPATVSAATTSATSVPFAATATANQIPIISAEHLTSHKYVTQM
#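 TR-FRET between His-tagged MBNL1 and biotin-(CUG)12 RNA, detected with Tb anti-His antibody (0.055 ng/ul) and streptavidin-XL665 (5 nM), 60 min at room temperature. Compounds titrated 92 nM to 58 uM; 665/545 nm ratio normalized to buffer and complex controls.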
# CXXC DNA block: qHTS Fluorescence Polarization Assay for Inhibitors of MLL CXXC domain - DNA interaction | hit rate 0.037% among 290,000 | MLL-CXXC / FITC-HOXA9 DNA fluorescence polarization | Histone-lysine N-methyltransferase 2A (Homo sapiens), Q03164 | AID 2662, 2010 | Potency, µM (titrated, usually from 115 µM), inactives show top-dose activity change, negative = inhibition, actives largely listed as inhibitors; active = well fitted inhibition curve with a large enough effect in the polarisation, with a control signal flat, not every such curve was filed as active; inconclusive = small, poorly fitted or top-dose-only effect, or effect the other way, or a change in a side signal; inactive = no such curve, though single readings can be large or run the other way; the % refers to the polarisation; also: potency is read from the fitted curve at half-maximal effect
#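 Fluorescence polarization: 7 uM MLL-CXXC (stock) preincubated 5 min with compounds, then 50 nM fluorescein-HOX-A9 DNA (stock) added; 30 min ambient. Buffer 50 mM Tris-HCl pH 7.5, 50 mM NaCl, 1 mM DTT, 0.05% BSA.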
# KCNH2 3.1 block: qHTS for Inhibitors of KCHN2 3.1: Mutant qHTS; Potassium voltage-gated channel subfamily H member 2, brain isoform KCNH2 3.1 (human); U2OS KCNH2 3.1, thallium flux FluxOr; stronger effect = lower value; activity change, % (tested at about 1.8 µM); hit rate 0.95% among 340,000;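 active = maximum activity change below -70%; inconclusive = maximum activity change from -70% to -50%; inactive = maximum activity change above -50%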;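 also: thallium influx rate constant from kinetic fluorescence after stimulation buffer; % is scaled to controls: 0 for no effect and ±100 for the full control effect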
#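 Kinetic fluorescence (2 min after stimulation buffer) measures Tl+ influx through KCNH2 3.1 expressed by viral transduction in U2OS cells; the rate constant is normalized against DMSO controls serving as positive and negative references.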
# hERG WT inh: qHTS for Inhibitors of KCHN2 3.1: Wildtype qHTS; U2OS, BacMam KCNH2, thallium flux FluxOr; stronger effect = lower value; activity change, % at 1.84 µM; hit rate 0.37% among 340,000;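 active = maximum activity change below -70%; inconclusive = maximum activity change between -70% and -50%; inactive = maximum activity change above -50%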; also: % is scaled to controls: 0 for no effect and ±100 for the full control effect
#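 U2OS cells were transduced with wild-type KCNH2 virus (2.03 x 10^8 / mL) for 4 h at room temperature, then cultured overnight at 37 C. Thallium flux was read with FluxOr dye. Rate constants were normalized to DMSO controls.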
# GALK inh: qHTS Assay for Inhibitors of Human Galactokinase (GALK). Potency, µM (doses to about 57.5 µM), without a hit: top-dose activity change, negative = inhibition, most hits filed as inhibitors. hit rate 0.007% among 270,000. Purified GALK, Kinase-Glo residual ATP luminescence; also: potency is read from the fitted curve at half-maximal effect; % is scaled to controls: 0 for no effect and ±100 for the full control effect
# Target sequence (P51570 whole entry, looked up): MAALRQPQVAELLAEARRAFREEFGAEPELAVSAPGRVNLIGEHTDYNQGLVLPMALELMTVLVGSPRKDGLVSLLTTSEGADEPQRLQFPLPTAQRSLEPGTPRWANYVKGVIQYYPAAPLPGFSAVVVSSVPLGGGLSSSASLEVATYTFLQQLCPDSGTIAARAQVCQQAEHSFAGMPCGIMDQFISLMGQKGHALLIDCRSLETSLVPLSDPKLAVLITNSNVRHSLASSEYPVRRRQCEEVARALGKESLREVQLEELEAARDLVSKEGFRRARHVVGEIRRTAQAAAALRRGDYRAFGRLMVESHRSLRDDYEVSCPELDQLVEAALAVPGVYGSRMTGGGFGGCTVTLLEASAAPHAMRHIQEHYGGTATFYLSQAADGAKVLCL
#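 Kinase-Glo Plus luminescence measured ATP left after a 1 h room-temperature reaction. The reaction used 5 nM GALK, 100 uM galactose and 35 uM ATP at pH 8.0 (20 mM HEPES, 5 mM MgCl2, 60 mM NaCl, 1 mM DTT, 0.01% BSA).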
# TRPV1 ag: HTS Assay for Compounds that Act as Agonists of the Vanilloid Receptor 1 | AID 540275, 2011 | Transient receptor potential cation channel subfamily V member 1 (Homo sapiens), Q8NER1 | activation, % at 8.33 µM | TRPV1-expressing cells, Fluo-8 calcium influx, agonist mode | hit rate 0.19% among 320,000; in the data active = activation above about 80%; inconclusive = between about 30% and that limit; also: 0% is about no effect
#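 Cells expressing TRPV1 were dye-loaded with Fluo-8 and read kinetically: 10 s baseline, 3 min after compound (agonist portion), then 2 min after EC20 capsaicin (allosteric enhancer portion). Calcium-bound dye fluorescence at 480/520 nm.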
# AT treatment: qHTS Assay for Identifying a Potential Treatment of Ataxia-Telangiectasia; […] A-T fibroblasts, KAP-1 phosphorylation AlphaLISA; neocarzinostatin DNA damage 30 min before lysis; Potency, µM (titrated, usually from 57.5 µM), inactives show at the highest dose activation, usual class: activators; hit rate 0.19% among 320,000; also: potency is read from the fitted curve at half-maximal effect; % of control where 0% means no effect; nearly all actives have a fitted effect of over 45% in size
#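 hTERT-immortalized A-T patient fibroblasts ([…]), 500 cells/well in OPTI-MEM, 1% FBS, got compounds for 60 min, then NCS for 30 min at 37C. Lysates were then assayed for phospho-KAP-1 by AlphaLISA (anti-pKAP1 donor, anti-KAP1 acceptor beads), 6 hr at 25C.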
# An asterisk follows results filed as active; i = inactive; ? = inconclusive; . = no result given; [ ] = dose if it differs, or a comment. Unless noted, calls follow the shape of the dose curve; as a rule, active = well fitted curve in the direction sought with a large enough effect; inconclusive = small, poorly fitted or top-dose-only effect, or another doubt; inactive = no such curve, though single readings can be large; an effect the other way counts as inactive or inconclusive.
No.	Compound	S-ASM inh	Coupling enz	Integrin act MD	MBNL1-CUG inh	CXXC DNA block	KCNH2 3.1 block	hERG WT inh	GALK inh	TRPV1 ag	AT treatment
1	CC(C)C[C@H](NC(=O)c1nc[nH]c1C(=O)N1CCNCC1)C(=O)OC(C)(C)C	5%	.	-4%	.	.	-1	-4	.	5	8%
2	COc1ccc(N2CCN(C(CNS(=O)(=O)c3cc(F)ccc3F)c3cccnc3)CC2)cc1 (stereo not drawn)	-4%	-1	3%	-5%	1%	-16	3	0%	-4	.
3	CCCC[C@@H](CNC)NC[C@H](NCCCCC1CCCCC1)C(C)C	13%	0	-8%	-3%	8%	12	?	.	1	-13%
4	O=C(CCNC(=O)N1CC(=O)Nc2ccccc21)Nc1ccc(F)c(Cl)c1	2%	.	?	-4%	-6%	-3	-41	-4%	1	-2%
5	COc1ccc(C(=O)CSc2nnc(NC(=O)C3CC(=O)N(c4ccccc4C)C3)s2)cc1 (stereo not drawn)	-1%	0	-11%	3%	8%	9	15	0%	-1	10%
6	CCCCC[C@H]1CN(Cc2ccccc2)C(=O)[C@@H]1CC(=O)NCc1ccccc1	-3%	0	-7%	10%	-5%	-10	-9	.	?	-2%
7	COc1ccccc1NC(=O)c1cc2c(CO)cnc(C)c2oc1=Nc1cccc(C(N)=O)c1	-2%	-2	0%	7%	-3%	3	-2	-1%	-1	-1%
8	CCCn1c(SCCN2C(=O)c3ccccc3C2=O)n[nH]c1=O	0%	0	-23%	2%	0%	8	-8	2%	-1	9%
9	Cc1c(Cl)cnc(NC(=O)COC(=O)CCC(=O)c2cccs2)c1Cl	7%	3	16%	-6%	3%	-11	2	1%	4	-3%
10	COc1ccc(C(=O)OCC(=O)Nc2ccc(N3CCOCC3)cc2)cc1	3%	.	18%	.	.	12	-4	.	1	4%

# Single entries from the entries so far:
# AT treatment, compound 4 = -2%
# AT treatment, compound 10 = 4%
# CXXC DNA block, compound 3 = 8%
# TRPV1 ag, compound 1 = 5

# The listing continues.
No.	Compound	S-ASM inh	Coupling enz	Integrin act MD	MBNL1-CUG inh	CXXC DNA block	KCNH2 3.1 block	hERG WT inh	GALK inh	TRPV1 ag	AT treatment
11	O=S(=O)(NCc1ccccn1)c1cc(C(F)(F)F)ccc1Cl	0%	-4	4%	-3%	-3%	10	-2	1%	-7	1%
12	CN(C)C(=O)Cn1cnc2c(cnn2-c2ccc(F)cc2)c1=O	-2%	-1	-20%	-3%	5%	22	1	-4%	-1	5%
13	Cc1cc(-c2c(C)[nH]n(-c3ccccc3)c2=O)n(-c2ccccc2)n1	-1%	9	13%	-3%	-1%	7	-11	-1%	-5	-13%
14	COc1cccc(OCc2cc(C(=O)N3CCC(c4ccncc4)CC3)no2)c1	-2%	2	-37%	2%	-9%	-6	-16	0%	?	17%
15	CCN(CC)N=Nc1[nH]nc2nc(C)cc(C)c12	0%	1	8%	11%	-4%	8	-11	0%	-2	-6%
16	CC(C)CCNC(=O)c1cc2c(s1)-c1ccccc1S(=O)(=O)C2	-2%	-4	16%	22%	-3%	1	8	.	-2	-5%
17	Cc1nc2cc(-c3ccc(Cl)cc3)nn2c(NCCN(C)C)c1C	-3%	0	-55%[inhibitor]	1%	35%[activator]	-11	i	-1%	14	0%
18	CCOc1ccc(Nc2nc(-c3sc(N)nc3C)cs2)cc1	-4%	-17	6%	16%	-3%	31	-5	2%	-1	-3%
19	CC(=O)Nc1cccc(NC(=O)CSc2nnc(NC(=O)c3ccco3)s2)c1	-4%	.	-9%	-4%	-4%	9	9	6%	-1	-4%
20	Cc1cccc(CCN(C(=O)Cc2cccs2)C(C(=O)NC2CCCCC2)c2cccnc2)c1 (stereo not drawn)	0%	1	6%	-5%	1%	-12	-8	0%	-5	10%

# (cont.)
No.	Compound	S-ASM inh	Coupling enz	Integrin act MD	MBNL1-CUG inh	CXXC DNA block	KCNH2 3.1 block	hERG WT inh	GALK inh	TRPV1 ag	AT treatment
21	CC1CCC(NC(=O)CNC(=O)Cc2cccc3ccccc23)CC1 (stereo not drawn)	-1%	1	i	0%	-8%	-10	1	7%	7	11%
22	N#Cc1nc(-c2ccc(F)cc2)oc1NCc1ccccc1	-4%	2	2%	13%	-3%	-42	-9	1%	?	10%
23	Cn1c(COc2ccc(Cl)cc2)nnc1SCC(=O)NC1CC1	7%	.	40%	.	.	4	-3	.	4	1%
24	Cc1ccc(C)c(N2CCN(C(=O)c3ccc4nsnc4c3)CC2)c1	-4%	-1	-15%	?	-2%	4	-2	-3%	26	2%
25	O=C(Nn1cnnc1)C(Sc1ccccc1)c1ccccc1 (stereo not drawn)	4%	16	10%[7.66 µM]	1%	-3%	14	13	0%	1	2%
26	Cc1ccc(NC(=O)CCN2CCC(C(N)=O)CC2)cc1	3%	4	-39%	-1%	-3%	0	17	2%	-2	7%
27	COc1ccc(C(=O)COC(=O)C(C(C)C)N2C(=O)C3C4C=CC(C4)C3C2=O)cc1 (stereo not drawn)	-3%	4	-23%	2%	-9%	11	-3	1%	10	-3%
28	COc1ccccc1CNC(=O)CCNS(=O)(=O)/C=C/c1ccc(C)cc1	-1%	.	19%	.	.	-3	-2	.	.	-4%
29	COc1cc(NC(=O)c2cccc(F)c2)cc(OC)c1OC	0%	0	9%	-1%	6%	-17	6	3%	0	-2%
30	Cc1ccc(C)c(N2CCN(C(=O)CCNS(=O)(=O)c3ccc4c(c3)oc(=O)n4C)CC2)c1	-3%	-2	12%	-4%	16%	-12	-1	0%	?	5%

# Full records, looked up by structure:
# CCCn1c(SCCN2C(=O)c3ccccc3C2=O)n[nH]c1=O reads S-ASM inh = 0%; Coupling enz = 0; Integrin act MD = -23%; MBNL1-CUG inh = 2%; CXXC DNA block = 0%; KCNH2 3.1 block = 8; hERG WT inh = -8; GALK inh = 2%; TRPV1 ag = -1; AT treatment = 9%
# N#Cc1nc(-c2ccc(F)cc2)oc1NCc1ccccc1 reads S-ASM inh = -4%; Coupling enz = 2; Integrin act MD = 2%; MBNL1-CUG inh = 13%; CXXC DNA block = -3%; KCNH2 3.1 block = -42; hERG WT inh = -9; GALK inh = 1%; TRPV1 ag = ?; AT treatment = 10%

# (more compounds)
No.	Compound	S-ASM inh	Coupling enz	Integrin act MD	MBNL1-CUG inh	CXXC DNA block	KCNH2 3.1 block	hERG WT inh	GALK inh	TRPV1 ag	AT treatment
31	Fc1ccc(CNc2ccc(N3CCN(Cc4ccccc4)CC3)cc2)cc1	4%	2	-34%	-7%	0%	10	29	-5%	1	-5%
32	CCCc1[nH]nc2c1C(c1cc(OC)cc(OC)c1)C(C#N)=C(N)O2 (stereo not drawn)	7%	-12	-14%	-3%	-12%	-7	-3	1%	-2	.
33	COc1ccc(CCNC(=O)Cn2ccc3c(OC)cccc3c2=O)cc1OC	-3%	-2	0%	3%	4%	9	-6	1%	3	23%
34	CCN1CCN(c2cc(C)c3cc(NC(=O)c4ccc(C)c(C)c4)ccc3n2)CC1	32%[activator]	1	-47%[inhibitor]	3%	-5%	-14	6	4%	1	7%
35	Cc1cccn2c(=O)c3cc(C(=O)O)n(C)c3nc12	.	-2	0%	?	11%	-2	-4	2%	-2	11%
36	CCCCOc1cc(=O)[nH]c(=O)[nH]1	-1%	-1	4%	0%	3%	-3	-2	0%	1	2%
37	c1ccc(-c2oc3ncnc(NCCCN4CCOCC4)c3c2-c2ccccc2)cc1	-8%	1	-4%	9%	2%	-14	17	1%	12	9%
38	COC(=O)/C(=C\Nc1ccc(Oc2ccc(F)cc2F)nc1)NC(=O)c1ccccc1	1%	-12	-1%	1%	-3%	-3	5	1%	17	-5%
39	CC(=O)c1sc2nc(=O)c(C)nn2c1C	4%	-2	11%	13%	-3%	9	8	-1%	-2	1%

# Compound activity as filed in PubChem.
